Screening results (PubChem BioAssay)
MCF10A rereplic: A quantitative high throughput screen for small molecules that induce DNA re-replication in MCF 10a normal breast cells; MCF 10A DNA re-replication, Hoechst nuclear intensity, 48 h; Potency, µM (series often up to 46.1 µM), inactives show at the top dose activity, positive = re-replication, usual class: activators; 350,000 compounds, 2.9% hits; further: potency means the concentration at half of the fitted maximal effect; % of control where 0% means no effect; nearly all actives have a fitted effect of over 50% in size
HT1080-NT tox: qHTS for induction of synthetic lethality in tumor cells producing 2HG: qHTS for the HT-1080-NT fibrosarcoma cell line; AID 686970, 2013; Potency, µM (series often up to 46.1 µM), for inactives: at the top dose activity, negative = less viability, most hits filed as cytotoxic; HT-1080-NT fibrosarcoma viability, CellTiter-Glo ATP luminescence, 48 h; 360,000 compounds, 1.6% hits;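 further: NT is the 2HG producing partner of a matched IDH1 knockdown line; potency means the concentration at half of the fitted maximal effect; 0% = DMSO-treated cells and -100% = media-only wells without cells; nearly all actives have a fitted effect of over 55% in size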
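HT-1080-NT; 750 cells/well; 5% FBS RPMI; 48 h compound, 37 degrees C; CellTiter-Glo luminescence; curve fitting and curve-class assignment.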
ATXN2 expr inh: Primary qHTS for Inhibitors of ATXN expression; HEK-293 ATXN2-luciferase reporter, luminescence, 24 h; Potency, µM (series often up to 57 µM), inactives show at the top dose activity change, negative = inhibition, most hits filed as inhibitors; 360,000 compounds, 0.72% hits; further: potency means the concentration at half of the fitted maximal effect; on the % scale 0 is the no-effect control and ±100 the full control effect; nearly all actives have a fitted effect of over 55% in size
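qHTS (up to 57 uM final) was run with 24 h compound exposure of reporter cells at 37 °C. Each well was multiplexed: SteadyGlo luminescence measured ATXN2-luciferase expression after a fluorogenic Gly-Phe-AFC viability readout (25 uM final).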
S2 tox: Viability Counterscreen for Primary qHTS for Inhibitors of ATXN expression; S2 cells (HEK-293 line with an ATXN2-luciferase reporter) viability, CellTiter-Fluor protease fluorescence, 24 h; Potency, µM (doses to about 56.7 µM), actives largely listed as cytotoxic; 400,000 compounds, 0.49% hits; further: potency means the concentration at half of the fitted maximal effect; nearly all actives have a fitted effect of over 40% in size
IL-1B inflam inh: qHTS for Inhibitors of Inflammasome Signaling: IL-1-beta AlphaLISA Primary Screen; THP-1 LPS/ATP IL-1B secretion, AlphaLISA, 16 h; active compounds read low; activity change, % at 57.5 µM; 360,000 compounds, 4.7% hits; AID 743279, 2014; in the data active means activity change below about -50%; inconclusive means mostly about -30% to -49%; further: on the % scale 0 is the no-effect control and ±100 the full control effect
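Secreted IL-1B measured by AlphaLISA bead assay after 16 h compound exposure of THP-1 cells; compounds (final up to 57.5 uM) added 1 h before LPS (250 ng/mL) and ATP (1.25 mM) stimulation; lower signal means less secretion.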
KB-V1 MDR tox: qHTS assay for MDR1-selective chemotherapeutics: Primary screen using the drug-selected MDR subline cells KB-V1; KB-V1 MDR cells viability, CellTiter-Glo, 72 h; 400,000 compounds, 3.4% hits; Potency, µM (series often up to 46.1 µM), for inactives: at the highest dose activity change, negative = cytotoxicity, most hits filed as cytotoxic; AID 1347076, 2019; further: potency means the concentration at half of the fitted maximal effect; on the % scale 0 is the no-effect control and ±100 the full control effect; nearly all actives have a fitted effect of over 60% in size
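Luminescent ATP read-out (CellTiter-Glo, 10 min) measures survival of drug-selected KB-V1 MDR cells after 72 h, 37 degrees C compound exposure. Medium: phenol-red-free DMEM, 10% FBS. Values from fitted concentration-response curves.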
HT1080 IDH1KD tx: qHTS for induction of synthetic lethality in tumor cells producing 2HG: qHTS for the HT-1080-IDH1KD cell line | 360,000 compounds, 2% hits | AID 686971, 2013 | Potency, µM (doses to about 46.1 µM), without a hit: at the highest dose activity, negative = toxicity, usual class: cytotoxic | HT-1080 IDH1 knockdown viability, ATP luminescence, 48 h;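 further: potency means the concentration at half of the fitted maximal effect; 0% = DMSO wells and -100% = cell-free medium wells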
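% activity derives from luminescence (CellTiter-Glo), normalised to DMSO and no-cell wells. HT-1080-IDH1KD cells, 750/well, had 48 h compound exposure at 37 °C.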
KB-3-1 tox: qHTS assay for MDR1-selective chemotherapeutics: Primary screen using the parental adenocarcinoma cell KB-3-1 | KB-3-1 viability, CellTiter-Glo ATP luminescence, 72 h | Potency, µM (doses to about 46.1 µM), for the others: at the highest dose activity change, negative = cytotoxic, usual class: cytotoxic | 400,000 compounds, 1.4% hits | AID 1347075, 2019; further: potency means the concentration at half of the fitted maximal effect; on the % scale 0 is the no-effect control and ±100 the full control effect; nearly all actives have a fitted effect of over 60% in size
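Parental KB-3-1 viability, qHTS format: 72 h compound exposure, 37 °C; CellTiter-Glo; media-only wells and DMSO plates as controls; concentration-effect fits on corrected data.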
SW480 rereplic: A quantitative high throughput screen for small molecules that induce DNA re-replication in SW480 colon adenocarcinoma cells. SW480 DNA re-replication, Hoechst DNA content imaging, 48 h. Potency, µM (top dose mostly 46.1 µM), for inactives: at the highest dose re-replication activation, hits mostly activators. 340,000 compounds, 1.8% hits. AID 624297, 2012; further: potency means the concentration at half of the fitted maximal effect; % of control where 0% means no effect; nearly all actives have a fitted effect of over 55% in size
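Per well, 250 cells were exposed to pinned compound for 48 hr. Nuclear DNA was visualised with Hoechst (40 min, 37 C) and total object intensity recorded by fluorescence scanning.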
Active calls of the source: *; i = inactive; ? = inconclusive; nt = no result given; [ ] = another dose, or the depositor's remark. Unless noted, the call rests on the fitted dose curve; in most records, active means well fitted curve in the direction sought with a large enough effect; inconclusive means small, poorly fitted or top-dose-only effect, or another doubt; inactive means no such curve, though single readings can be large; an effect the other way counts as inactive or inconclusive.

SMILES	MCF10A rereplic	HT1080-NT tox	ATXN2 expr inh	S2 tox	IL-1B inflam inh	KB-V1 MDR tox	HT1080 IDH1KD tx	KB-3-1 tox	SW480 rereplic
Cc1ccc2cc(CN(Cc3ccco3)C(=O)C3CCCCC3)c(=O)[nH]c2c1C	1%	8%	0%	i	-7	-14%	19%	2%	-3%
C/C(=N/NC(=O)c1ccco1)c1ccc(Br)s1	-21%	2%	34%	i	-30	0%	5%	15%	-13%
Cc1ccc(NC(=O)CCCOc2ccccc2)cc1S(=O)(=O)N1CCOCC1	1%	-3%	-14%	i	10	-23%	-1%	-11%	-14%
CN1CCCN(C(=O)c2cc(-c3cccc4ccccc34)nc3ccccc23)CC1	-2%	0%	-38%	?	-63*	1%	-13%	-13%	-5%
N#Cc1ccc(C(=O)OCC(=O)N2CCOCC2)cc1	0%	21%	10%	i	34	12%	17%	4%	-21%
Cc1ccc(N2CC(C(=O)Nc3cc(C(F)(F)F)ccc3N3CCCC3)CC2=O)cc1 (configuration not stated)	?	1%	-21%	i	-2	?	-1%	?	?
NC(=O)C1CCN(S(=O)(=O)Cc2ccccc2Cl)CC1	-8%	2%	nt	i	2	15%	-11%	-1%	1%
CCCCOc1nc2ccccc2nc1NS(=O)(=O)c1ccc(F)cc1	?	-2%	-2%	i	23	5%	6%	-12%	-21%
Cc1nc2c3ccccc3nc(NNC(=O)CCC(=O)NC(C)C)n2n1	-2%	6%	-5%	i	5	3%	12%	15%	-2%
Cc1ccc(-n2ncc3c(N4CCN(c5ccccc5)CC4)ncnc32)cc1C	nt	nt	14%	i	nt	9%	nt	2%	nt
CO/N=C/CC(=O)c1ccc(-c2ccccc2)cc1	3%	22%	11%	i	-1	21%	2%	6%	-4%
Cc1ccc(-c2cc(NC(=O)c3cccc(C)c3)on2)cc1	nt	nt	4%	i	nt	?	nt	6%	nt
Fc1ccc2c(c1)C(c1ccncc1)=NNC(c1ccccc1)=N2	-4%	6%	4%	i	-4	6%	9%	9%	-3%
O=C(N/N=C/C=C/c1ccccc1)C1CC1c1ccccc1 (configuration not stated)	?	-28%	12%	i	-11	3%	?	23%	-7%
O=C(O)CCCC(=O)Nc1nc2n(n1)C(c1ccc(F)cc1)CC(c1ccc(Cl)cc1)N2 (configuration not stated)	0%	-14%	5%	i	16	1%	2%	0%	-3%
Cc1ccc(CS(=O)Cc2ccc(C(=O)NCc3cccs3)o2)cc1 (configuration not stated)	2%	-9%	6%	i	0	2%	6%	0%	-3%
Cc1cc2c(cc1C)-n1nnnc1C(N1CCN(c3ccccc3F)CC1)C(=O)N2 (configuration not stated)	nt	0%	nt	nt	7	?	-15%	3%	nt
COc1ccc(CNS(=O)(=O)c2ccc(-n3cnnn3)c(OC)c2)cc1	21%	3%	-3%	i	44	-2%	0%	0%	7%
O=C(c1cc(-c2ccccc2)nc2ccccc12)N1CCCC1	5%	0%	-3%	i	-3	-1%	-5%	0%	-14%
CC1(C(=O)NCc2ccccc2)CN(S(C)(=O)=O)CC(=O)N1Cc1cccs1 (configuration not stated)	nt	15%	nt	nt	-16	-10%	-2%	3%	nt
CCOC(=O)c1ccc(NC(=O)c2ccccc2C)cc1	15%	-27%	35%	i	-12	0%	-11%	-2%	15%
CC(=O)NC(=S)Nc1cccc([N+](=O)[O-])c1	?	10%	0%	i	-30	4%	8%	3%	2%
O=C(/C=C/c1ccc([N+](=O)[O-])cc1)OCC(=O)N1CCCC1	6%	-1%	-9%	i	-4	-5%	-28%	1%	?
Cc1cc(NC(=O)CS(=O)c2cn(Cc3cccc(Cl)c3)c3ccccc23)no1 (configuration not stated)	nt	-19%	?	?	17	-23%	?	?	nt
O=C(CSc1ncnc2sccc12)NC1CCS(=O)(=O)C1 (configuration not stated)	8%	2%	-10%	i	-11	-13%	-5%	1%	0%
CCOC(=O)c1c(SCc2ccccc2)n[nH]c1N	0%	-3%	nt	i	-11	10%	-3%	10%	0%
CC(=O)NC(CCc1ccc(Cl)c(Cl)c1)c1cccc(O)c(=O)c1 (configuration not stated)	nt	?	nt	i	139	8.2µM*	?	?	nt
CN1CCN(C(=O)c2cc(Br)cn2C)CC1	-9%	9%	15%	i	15	?	21%	5%	-3%
COc1ccc(NC(=O)C2CCC(C(C)(C)C)CC2)cc1S(=O)(=O)N1CCCCC1 (configuration not stated)	24%	-15%	?	i	-2	-18%	-16%	-13%	-30%
O=C(Nc1ccc(Br)cc1)c1cccc(N2C(=O)C3CCCCC3C2=O)c1 (configuration not stated)	0%	4%	-3%	i	0	-6%	-1%	6%	-4%
C/C(=N/Nc1ccnc2cc(Cl)ccc12)c1ccc(O)cc1	?	-8%	-34%	?	-54*	3%	-4%	1%	-3%
C#CCOCCOCCOCCNc1nc(N2CCN(C(=O)[C@H](C(C)C)n3cc(CCO)nn3)CC2)nc(N2CCN(C(=O)[C@H](Cc3ccc(O)cc3)n3cc(CCO)nn3)CC2)n1	-27%	10%	3%	i	30	20%	10%	12%	-9%
Cc1ccc(NCC(=O)c2ccc([N+](=O)[O-])cc2)cc1	-5%	10%	21%	i	-2	-14%	-21%	-3%	-5%
Cn1c(=O)oc2cc(S(=O)(=O)NCc3ccc(C(=O)O)cc3)ccc21	3%	0%	-4%	i	28	-2%	-4%	-9%	0%
CC1(C)Cc2nc3sc4c(=O)n(Cc5ccccc5)cnc4c3cc2CS1	?	3%	18%	i	6	8.2µM*	6%	-10%	-7%
CCN1C(=O)N(CC)C2C1N(CO)C(=O)N2CO (configuration not stated)	5%	20%	-24%	nt	-7	-4%	10%	-2%	-2%
COc1ccc2c(c1)OC[C@H]1[C@H]2N2C(=O)c3ccc(C)cc3NC(=O)[C@@]2(C)[C@H]1c1ccccc1	27%	-25%	4%	i	?	-7%	?	-11%	14%
O=C(Oc1cccc(C(=S)N2CCOCC2)c1)c1ccccc1	0%	4%	0%	i	-4	0%	7%	8%	-10%
Cc1ccc(NC(=O)c2cc(S(=O)(=O)NCCc3ccccc3)ccc2F)cc1Cl	17%	16µM*	-10%	i	-88*	-9%	16µM*	-3%	9%
Cc1nc(C(=O)NCCCO)cc2c1[nH]c1ccccc12	-9%	4%	nt	i	-8	-6%	21%	1%	0%

Record cards, from the list above.
Record of `CC1(C)Cc2nc3sc4c(=O)n(Cc5ccccc5)cnc4c3cc2CS1` : MCF10A rereplic: ?; HT1080-NT tox: 3%; ATXN2 expr inh: 18%; S2 tox: i; IL-1B inflam inh: 6; KB-V1 MDR tox: 8.2µM*; HT1080 IDH1KD tx: 6%; KB-3-1 tox: -10%; SW480 rereplic: -7%
Record of `O=C(Oc1cccc(C(=S)N2CCOCC2)c1)c1ccccc1` : MCF10A rereplic: 0%; HT1080-NT tox: 4%; ATXN2 expr inh: 0%; S2 tox: i; IL-1B inflam inh: -4; KB-V1 MDR tox: 0%; HT1080 IDH1KD tx: 7%; KB-3-1 tox: 8%; SW480 rereplic: -10%

(list continues)
SMILES	MCF10A rereplic	HT1080-NT tox	ATXN2 expr inh	S2 tox	IL-1B inflam inh	KB-V1 MDR tox	HT1080 IDH1KD tx	KB-3-1 tox	SW480 rereplic
CCCCN(CC)C(=O)Cn1c(=O)n(-c2ccc(OCC)cc2)c(=O)c2c3c(sc21)CCCC3	nt	nt	-8%	i	nt	15%	nt	8%	nt
Cc1cc(C)c(NC(=O)CS(=O)CC(=O)N2CCN(c3cccc(C)c3C)CC2)c(C)c1 (configuration not stated)	7%	-6%	-33%	i	-27	-15%	-12%	-3%	-1%
Nc1[nH]ncc1-c1ccccc1	?	14%	-7%	i	-16	11%	5%	2%	?
Cc1ccc(CCNC(=O)c2nnn(-c3cc(C)cc(C)c3)c2N)cc1	12%	-10%	-15%	i	-3	-8%	-1%	-4%	5%
CC(C(=O)Nc1ccc2c(c1)OCO2)n1cnc2c1c(=O)n(C)c(=O)n2C (configuration not stated)	5%	3%	1%	i	13	2%	6%	20%	-8%
COc1ccc(C(=O)Nn2c(SCc3cccc([N+](=O)[O-])c3)nc3ccccc3c2=O)cc1	13%	-9%	-11%	i	-24	-41%	-3%	5%	?
CC1CCN(CCOCCOc2ccccc2Br)CC1	-29%	1%	-10%	i	-12	-2%	-7%	-4%	?
CCOC(=O)c1sc(SC)c(C(C)=O)c1C	-3%	15%	7%	i	-3	0%	7%	2%	-5%
CC(C)CN(C(=O)COC(=O)CCc1nc2ccccc2s1)c1c(N)n(Cc2ccccc2)c(=O)[nH]c1=O	6%	5%	-6%	?	-7	2%	8%	-13%	-2%
O=S(=O)(c1ccc(Br)cc1Cl)N1CCN(CCO)CC1	6%	0%	-3%	i	45	16%	3%	16%	-7%
Cc1ccc(C(=O)Nc2ccc3c(c2)OCO3)cc1	22%	?	-11%	i	-19	?	-29%	-14%	2%
Cc1ccnc(NC(=O)c2cccc(OC(F)F)c2)n1	5%	0%	53%[activator]	i	-13	28%	16%	5%	-9%
COc1cccc(/C=C2\SC(=S)N(CC3CCCO3)C2=O)c1 (configuration not stated)	?	2%	30%	i	-71*	3%	-20%	5%	1%
COc1ccccc1NC(=O)NNC(=O)c1ccncc1	-17%	22%	23%	i	-7	3%	11%	5%	-2%
CCOc1cccc(/C=N/NC(=S)NCCN2CCOCC2)c1O	?	-2%	?	?	-5	-7%	-6%	?	1.5µM*
COc1ccc(NC(=O)Nc2ccccc2SC)cc1	-4%	-21%	3%	i	-15	-12%	-18%	-6%	-7%
COc1ccccc1OCC(=O)Nc1ccccc1C(=O)NCc1cccnc1	11%	0%	-3%	i	2	-25%	10%	-3%	7%
COc1cc(-c2cc(C(=O)Nc3ccc(S(=O)(=O)Nc4ncccn4)cc3)c3ccccc3n2)cc(OC)c1OC	5%	-16%	-5%	i	10	18%	-27%	-1%	-13%
